Compound activity as filed in PubChem.
MgcRacGAP inhibition: MgcRacGAP GTPase-activating activity inhibitors, confirmation, biochemical, ADP Hunter fluorescence | MgcRacGAP-stimulated Rac1 GTP hydrolysis, ADP Hunter fluorescence; higher % means a stronger effect; GST-tagged Rac1 F28L mutant substrate | 340,000 tested, 0.6% active | one-dose inhibition, % at 30 µM; IC50 in µM for titrated hits | AID 624330;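 active = first-screen hits whose inhibition reached a set limit at any dose in the follow-up dose series; inconclusive = inhibition above the set first-screen limit but never retested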;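 note: fluorescence reports GDP produced by GAP-driven GTP hydrolysis; strong numbers were not always called active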
West Nile virus CPE: West Nile virus antiviral activity, cell-based, CPE readout (AID 1621); one-dose CPE inhibition, % at 10 µM; IC50 in µM for titrated hits; West Nile virus-infected cells, CPE inhibition; higher % means a stronger effect; 290,000 tested, 0.02% active; in the data active = a potency from the dose series; inconclusive = CPE inhibition mostly from about 3.7% at the one dose, without a potency; inactive = the rest, 99 in 100 with CPE inhibition below about 2.2%; note: strong numbers were not always called active
RSV antiviral HEp-2: RSV antiviral activity via CPE protection, HEp-2 cells, primary 10 µM value included (AID 2391); HEp-2 cells, RSV-induced CPE inhibition; higher % means a stronger effect; CPE inhibition, % at 10 µM, or IC50 in µM where a hit was titrated; 310,000 tested, 0.13% active; in the data active = a potency from the dose series; inconclusive = CPE inhibition mostly from about 23% at the one dose, without a potency; inactive = the rest, 99 in 100 with CPE inhibition below about 21%; note: strong numbers were not always called active
Myeloid diff MLP: compounds promoting myeloid differentiation; ER-HoxA9 myeloid progenitors, lysozyme-GFP differentiation, flow cytometry; calls only at 10 µM; 360,000 tested, 1% active; AID 624256;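 active = normalized GFP-positive differentiation at or above the plate's own cutoff, the solvent-only control mean plus 3 SD; inconclusive = no clear call, values can overlap the other calls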;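 note: cells exposed to compound for four days before flow analysis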
PhoP inhibition: PhoP-dependent GFP reporter repression – Salmonella Typhimurium, primary screen (AID 1863); S. Typhimurium PhoP-regulated promoter GFP reporter, 4 h; higher % means a stronger effect; inhibition, % at 50 µM, or IC50 in µM where a hit was titrated; 300,000 tested, 0.16% active;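 active = inhibition over 29.93%, a cutoff 3 SD above the screen mean, later confirmed by dose response; inconclusive = inhibition over 29.93% but no dose response follow-up; inactive = inhibition at most 29.93% or unconfirmed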;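 note: 0% = low Mg2+ inducing control and 100% = high Mg2+ repressing control; strong numbers were not always called active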
Large T inhibition: TAg ATPase/helicase activity blockers – biochemical (AID 1903); SV40 large T antigen ATPase/helicase inhibition assay; higher % means a stronger effect; inhibition, % at 20 µM, or IC50 in µM where a hit was titrated; 310,000 tested, 0.39% active; in the data active = a potency from the dose series; inconclusive = inhibition mostly from about 32% at the one dose, without a potency; inactive = the rest, 99 in 100 with inhibition below about 32%; note: strong numbers were not always called active
bCat nuc transl: modulators of beta-catenin nuclear translocation; HeLa beta-catenin nuclear translocation, immunofluorescence imaging; nuclear translocation activity, % at 5 µM; 190,000 tested, 0.3% active;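 active = nuclear translocation activity above 50% at 5 µM, with a well cell count of 50 or more; inconclusive = wells under 50 cells across six images, flagged as toxic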;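 note: per-cell ratio of nuclear to cytoplasmic median beta-catenin stain intensity; plate controls were DMSO negative control for no effect and GSK-3 inhibitor IX positive control for full effect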
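Test system: human HeLa cells, endogenous beta-catenin. Times: 24 h compound exposure, 37°C. Measured by: beta-catenin immunofluorescence imaging with DAPI.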
WT yeast gro inh: growth inhibition of WT yeast, mitochondrial fusion screen | mitochondrial fusion phenotypic screen, WT strain | inhibition, % at 10 µM | 190,000 tested, 2.1% active | AID 1362; in the data active = inhibition above about 58%; tested in S. cerevisiae
T cell HTS: T cell immune modulators affecting CD8 T cell-vesicle binding; 2C CD8+ T cell-vesicle binding, flow cytometry; hits give low values; calls only at 7 µM; 330,000 tested, 0.068% active; AID 2052;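 active = response, share of CD8 T cells binding vesicles, and their 90th percentile fluorescence all below set limits, cut at about 80% in these data, passing the limit was not always enough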
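Material: 2C TCR transgenic mouse naive CD8+ T cells, MACS-purified. Also added: QL9-charged Drosophila Ld/ICAM-1/B7-1 vesicles. Timing: binding 1.5 h at 37 °C. Measured by: high-throughput flow cytometry with anti-B7-1 and anti-CD8 staining. Read-out: percent CD8+ FL2 mean versus row control. Controls: Unloaded micro-vesicles (low), QL9 vesicles with 0.7% DMSO (high).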
WT yeast gro inh mutant strain: also measured in WT yeast gro inh; calls as there; inhibition, %; mitochondrial fusion phenotypic screen, mutant strain inhibition
bCat nuc transl cell count 5 µM: also measured in bCat nuc transl; calls as there; cell count; measured here: cell count, cytotoxicity flag
T cell HTS vesicle-bound %: also measured in T cell HTS; calls as there; double positive events, %; measured here: CD8+ vesicle-bound cell fraction;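 binding gate set so that unloaded-vesicle control wells show 10% double positive cells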
Myeloid diff MLP GFP+ MAC1+ %: also measured in Myeloid diff MLP; calls as there; GFP+ MAC1+ double positive, %; measured here: differentiation confirmed by MAC1 staining
* = called active by the depositor; i = inactive; ? = inconclusive; nt = not tested or not shown.

SMILES | MgcRacGAP inhibition | West Nile virus CPE | RSV antiviral HEp-2 | Myeloid diff MLP | Myeloid diff MLP GFP+ MAC1+ % | PhoP inhibition | Large T inhibition | bCat nuc transl | bCat nuc transl cell count 5 µM | WT yeast gro inh | WT yeast gro inh mutant strain | T cell HTS | T cell HTS vesicle-bound %
COc1ccc(NC(=O)C/C(C)=N/NC(=O)c2cnccn2)cc1Cl | 12% | 0.5% | 0.8% | i | 7.6 | -7% | 14% | nt | nt | nt | nt | i | 28
CC(C)N(Cc1nc(-c2ccc(Cl)cc2)no1)C(=O)/C=C/c1ccccc1 | -3% | -1.8% | 7.2% | i | 0.8 | -7% | 8% | -0.5 | 981 | 55 | 28 | i | 46
Cc1ccc(S(=O)(=O)C2(C(=O)Nc3ccc(Br)cc3)CC2)cc1 | 13% | -1.2% | 1.8% | i | 0.1 | 6% | 4% | 1.6 | 1077 | 13 | 7 | i | 57
Cc1ccc(C2=NN(CC(=O)NCc3cccs3)C(=O)CC2)cc1 | -8% | 0.0% | 4.2% | i | 0.5 | -8% | 12% | -4.2 | 1030 | -13 | -1 | i | 34
CCOC(=O)c1ccccc1NC(=O)COc1coc(CN2CCc3ccccc32)cc1=O | 3% | nt | 3.3% | i | 0.6 | -1% | 11% | nt | nt | nt | nt | i | 29
CC(=O)c1cccc(NC(=O)N2CCCCCC2)c1 | 9% | 0.6% | 0.6% | i | 0.9 | 3% | 3% | nt | nt | nt | nt | i | 5
O=C(CCCn1c(SCC(=O)c2ccccc2)nc2ccccc2c1=O)NCC1CCCO1 (stereo unspecified) | 3% | -0.5% | 3.2% | i | 1.4 | -16% | 2% | -1.3 | 705 | -12 | 0 | i | 19
CCc1ccc(C(=O)Cc2cc3cccc(OC)c3oc2=O)cc1 | 5% | 0.0% | 1.1% | i | 0.3 | -7% | 25% | nt | nt | nt | nt | i | 48
COc1cccc(N/C(SCc2cccc([N+](=O)[O-])c2)=C(/C#N)C(N)=O)c1 | 4% | 0.1% | 5.0% | i | 1.5 | -4% | 23% | -0.3 | 1145 | 8 | -4 | i | 35
COc1ccc(/C=C(\NC(=O)c2cccs2)C(=O)Nc2ccc(C)cc2)cc1OC | 8% | -0.9% | 1.1% | i | 1.0 | -6% | 3% | -1.4 | 529 | -14 | -29 | i | 33
COc1cccc(/C=N/NC(=O)N/N=C/c2cccc(OC)c2O)c1O | 7% | -0.8% | 7.8% | i | 1.1 | 6% | 17% | nt | nt | nt | nt | i | 64
O=C1C=C(c2cccc(CO)c2)C[C@@H](c2ccc(Cl)cc2)C1 | 6% | nt | 0.0% | i | 0.4 | nt | nt | nt | nt | nt | nt | i | 31
Cc1ccccc1CC1(CO)CCCN(Cc2cn[nH]c2-c2ccccc2)C1 (stereo unspecified) | -4% | -0.8% | -1.1% | i | 0.9 | -6% | 8% | 0.6 | 1042 | 12 | 12 | i | 28
CC(C)n1nc(CC(=O)O)c2ccccc2c1=O | 4% | 1.2% | 0.0% | i | 0.7 | 4% | 6% | 0.0 | 1578 | 9 | 2 | i | 30
Cc1cc(C)c2c(NC(=S)NC(=O)c3ccccc3)n[nH]c2n1 | 8% | -0.3% | 0.4% | i | 0.8 | -6% | -2% | 1.6 | 906 | -2 | -15 | i | 34
N#Cc1c(NC(=O)c2ccc(N3CCOCC3)c([N+](=O)[O-])c2)sc2c1CCCC2 | 3% | -0.3% | 2.4% | i | 0.2 | 12% | 3% | 0.8 | 1084 | 31 | 2 | i | 14
CCNC(=O)CSc1nc2cc([N+](=O)[O-])ccc2n1-c1cccc(C(F)(F)F)c1 | 2% | -1.2% | 2.8% | i | 1.5 | -8% | 5% | 0.6 | 1028 | -2 | 2 | i | 50
Cc1nc(-c2coc3cc(O)c(C)cc3c2=O)cs1 | 10% | -0.1% | 8.1% | i | 1.6 | 6% | 2% | 1.2 | 1181 | 9 | 2 | i | 19
COCCn1c(C)cc(C(=O)COc2ncnc3ccc(Br)cc23)c1C | -1% | -0.8% | 0.7% | i | 0.5 | 3% | 12% | 1.0 | 1087 | -1 | -3 | i | 41
Cc1cc(C)n(CC(O)COc2ccccc2C(=O)Nc2ccccc2)n1 (stereo unspecified) | 4% | 0.8% | 2.5% | i | 1.0 | -8% | 11% | -3.0 | 933 | -9 | 4 | i | 53
Cc1cc(C)c(C)c(S(=O)(=O)N2CCC(C(=O)NNC(=O)c3ccccc3O)CC2)c1C | 6% | nt | 1.2% | i | 0.2 | -3% | ? | nt | nt | nt | nt | i | 8
CCOC(=O)C1CCN(C(=O)Cn2nc(C)n3nc(-c4ccc(OC)cc4)cc3c2=O)CC1 | 5% | 0.3% | 1.7% | i | 0.0 | -1% | -1% | nt | nt | nt | nt | i | 32
O=C(CCC1CCN(C(=O)c2ccccc2Cl)CC1)NCc1ccc(F)cc1 | 3% | -0.5% | 3.6% | i | 1.5 | -5% | 13% | nt | nt | nt | nt | i | 14
CCn1cc(CNC(=O)c2cc(-c3cc(OC)ccc3OC)nc3ccccc23)c(C)n1 | 4% | 0.4% | 0.3% | i | 0.7 | -6% | 4% | 4.4 | 1024 | -6 | 11 | i | 34
COc1ccccc1N1CCN(C2CCN(C(=O)c3cc(OC)c(OC)c(OC)c3)CC2)CC1 | ? | -1.0% | 0.0% | i | 0.4 | 3% | 3% | nt | nt | 5 | -24 | i | 22
CNC(=O)COC(=O)/C=C/c1cccs1 | 2% | -0.1% | 1.9% | i | 0.4 | -2% | 0% | 0.0 | 1100 | 1 | -22 | i | 51
O=C(O)CCN1C(=O)c2ccc(NC(=O)CCc3ccccc3)cc2C1=O | 6% | -0.6% | 1.4% | i | 0.3 | -2% | 7% | nt | nt | nt | nt | i | 60
COc1ccc(C(C(=O)NC2CCCCC2)N(C(=O)CCl)c2ccc(Cl)cc2)cc1 (stereo unspecified) | 3% | -1.0% | -1.7% | ? | nt | -5% | 16% | -0.3 | 1123 | 13 | 22 | i | 18
O=C(Nc1c(Cl)cccc1Cl)C1CCN(C(=O)c2cccs2)CC1 | 5% | 0.2% | 1.6% | i | 0.9 | -1% | 6% | nt | nt | nt | nt | i | 40
CCn1c(=S)sc2c(=O)n(CC(=O)NC(C)CCc3ccccc3)c(C)nc21 (stereo unspecified) | 7% | -0.3% | -0.6% | i | 0.6 | -10% | 10% | nt | nt | nt | nt | i | 28
C=CCOC(=O)C1=C[C@@H](c2ccc3c(c2)OCO3)C[C@@H](OCc2ccc(CO)cc2)O1 | 4% | -0.9% | 2.7% | i | 1.8 | 1% | 10% | 0.2 | 1106 | 21 | -1 | i | 42
O=C(CN1CCN(c2ccccc2O)CC1)NNC(=O)c1ccc(Cl)cc1 | 4% | -0.5% | 1.0% | i | 0.5 | -16% | 11% | -3.0 | 524 | -24 | -18 | i | 58
O=C(COc1ccccc1)N(Cc1ccco1)C1CCS(=O)(=O)C1 (stereo unspecified) | 3% | ? | 2.7% | i | 2.6 | 11% | -5% | -6.2 | 887 | -5 | 6 | i | 32
CC(C)(C)NC(=O)C(OC(=O)c1cccs1)c1ccccc1 (stereo unspecified) | 3% | -0.2% | -0.7% | i | 0.6 | -7% | 25% | 0.3 | 981 | -28 | -9 | i | 32
O=C(CN1C(=O)C(=O)N(Cc2ccccc2)C1=O)Nc1cc(Cl)cc(Cl)c1 | 6% | -0.6% | 0.5% | i | 0.8 | -6% | 6% | 4.3 | 1296 | nt | nt | i | 24
CCCC(=O)NC(Nc1ccc(S(=O)(=O)Nc2cc(C)on2)cc1)(C(=O)OCC)C(F)(F)F (stereo unspecified) | 10% | 0.0% | 2.3% | i | 0.6 | 8% | 19% | -0.8 | 747 | -19 | -11 | i | 37
O=C1c2oc3ccccc3c(=O)c2C(c2cccnc2)N1CCCN1CCOCC1 (stereo unspecified) | 15% | 0.2% | -1.7% | i | 0.7 | 5% | 1% | -6.6 | 1010 | 5 | 5 | i | 29
O=C(O)c1cccc(S(=O)(=O)Nc2ccccc2N2CCOCC2)c1 | -3% | 0.2% | 0.2% | i | 0.3 | -9% | 11% | 1.9 | 1248 | nt | nt | i | 24
CCN(CC)CCCNC(=O)CNC(=S)N(CCCN1CCOCC1)Cc1cccs1 | 0% | -0.3% | -1.7% | nt | nt | 2% | 6% | -0.1 | 1064 | -15 | -8 | i | 28
CCOc1cc(C(=O)NC(=S)Nc2cccnc2)cc(OCC)c1OCC | -1% | 0.5% | 8.8% | i | 0.5 | 3% | 9% | nt | nt | 5 | 3 | i | 52
C=CCN1CN=C(NS(=O)(=O)c2ccc(NC(C)=O)cc2)NC1 | 5% | -0.1% | 1.5% | i | 0.1 | -7% | 8% | -0.2 | 1102 | 7 | 5 | i | 26
COc1cccc(NC(=O)Cn2c3ccc(F)cc3c3nc4n(c(=O)c32)CCCS4)c1 | 7% | 0.6% | 1.8% | i | 0.8 | 1% | 8% | nt | nt | nt | nt | i | 53
